Rv3671c inh: Rv3671c serine protease inhibitors, primary screen, biochemical, fluorescence polarization, M. tuberculosis H37Rv; P9WHR9; inhibition, % at 5.96 µM; actives 0.048% (n = 320,000); AID 2606, 2010; in the data active = inhibition above about 38%;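 also: extracellular domain of Rv3671c used as enzyme; 0% = enzyme with DMSO and 100% = no enzyme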
Target sequence (P9WHR9 whole entry, looked up, the tested form may be a part): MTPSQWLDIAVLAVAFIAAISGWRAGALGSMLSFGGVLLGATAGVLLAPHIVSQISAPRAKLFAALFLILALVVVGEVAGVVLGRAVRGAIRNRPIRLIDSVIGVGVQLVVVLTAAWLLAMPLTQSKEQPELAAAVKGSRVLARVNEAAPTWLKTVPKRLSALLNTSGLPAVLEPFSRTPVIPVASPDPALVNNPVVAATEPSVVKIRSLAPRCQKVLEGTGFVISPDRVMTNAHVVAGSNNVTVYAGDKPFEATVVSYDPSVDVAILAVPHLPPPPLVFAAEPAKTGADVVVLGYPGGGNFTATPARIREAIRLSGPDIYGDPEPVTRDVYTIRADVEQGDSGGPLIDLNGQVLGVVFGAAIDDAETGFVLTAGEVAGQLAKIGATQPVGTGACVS
MazF activator: activators of E. coli MazEF toxin-antitoxin RNase, primary screen, biochemical, fluorescence, uHTS | FAM/BHQ RNA-DNA oligo cleavage fluorescence, 5 h | actives 0.32% (n = 350,000) | Endoribonuclease toxin MazF (Escherichia coli (strain K12)), P0AE70 | activation, % at 20 µM; in the data active = activation above about 50%
Target sequence (P0AE70 whole entry, looked up): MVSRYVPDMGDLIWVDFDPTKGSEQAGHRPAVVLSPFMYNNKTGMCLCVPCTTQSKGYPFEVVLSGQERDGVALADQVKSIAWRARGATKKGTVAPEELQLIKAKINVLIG
Mtb BioA inh: M. tuberculosis BioA enzyme inhibitors, primary screen, biochemical, plate reader, single point, HTS; purified M. tuberculosis BioA enzyme; 7,8-diaminopelargonic acid synthase BioA (Mycobacterium tuberculosis); inhibition, % at 9.99 µM; actives 0.096% (n = 360,000); AID 602481, 2012; in the data active = inhibition above about 40%; inconclusive = no clear call, values can overlap the other calls
PrPC TRFRET: inhibitors of human cell surface prion protein PrPC, primary screen, cell-based, TR-FRET. TR-FRET read-out. inhibition, % at 13.8 µM. actives 0.43% (n = 370,000); in the data active = inhibition above about 24%; also: 0% = median of the test wells and 100% = reference compound wells
BoNT F protease: BoNT/F light chain protease inhibitors, primary screen, biochemical, flow cytometry, MLPCN library. actives 0.22% (n = 360,000). Multiplex microsphere protease cleavage assay. inhibition, % at 10 µM; in the data active = inhibition above about 35%, passing the limit was not always enough; inconclusive = no clear call, values can overlap the other calls; also: plate controls were buffer without enzyme for full effect and enzyme alone for no effect
Mtb FBA inh: Mtb FBA enzyme inhibitors, primary screen, biochemical, fluorescence, strain H37Rv. AID 588726, 2011. purified M. tuberculosis FBA, fluorescence read-out. inhibition, % at 1 µM. actives 2.3% (n = 360,000); in the data active = inhibition above about 27%;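 also: 0% = vehicle and 100% = reference inhibitor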
Mtb UGM inh: M. tuberculosis UGM enzyme inhibitors, primary screen, biochemical, fluorescence polarization, single point. UDP-galactopyranose mutase (Mycobacterium tuberculosis (strain ATCC 25618 / H37Rv)), …. purified UGM, fluorescence polarization probe displacement. actives 0.06% (n = 320,000). AID 504406, 2011. inhibition, % at 10 µM; in the data active = inhibition above about 10%, passing the limit was not always enough; inconclusive = no clear call, values can overlap the other calls
Target sequence (P9WIQ1 whole entry, looked up): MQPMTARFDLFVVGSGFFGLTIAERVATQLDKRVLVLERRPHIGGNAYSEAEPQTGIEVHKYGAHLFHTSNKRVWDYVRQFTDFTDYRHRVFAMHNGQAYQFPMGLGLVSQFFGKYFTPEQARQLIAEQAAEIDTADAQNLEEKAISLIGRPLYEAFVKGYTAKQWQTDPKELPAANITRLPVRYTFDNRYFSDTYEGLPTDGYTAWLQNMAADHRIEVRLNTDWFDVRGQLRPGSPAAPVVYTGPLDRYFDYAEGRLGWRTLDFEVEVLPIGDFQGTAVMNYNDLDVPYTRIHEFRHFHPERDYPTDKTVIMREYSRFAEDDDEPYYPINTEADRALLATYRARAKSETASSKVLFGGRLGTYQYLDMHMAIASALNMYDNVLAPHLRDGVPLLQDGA
GDH-TPI inh: GDH-TPI coupling enzyme inhibitors, primary screen, artefact control for M. tuberculosis FBA inhibitor project, biochemical, absorbance, full deck; AID 588335, 2011; actives 1.2% (n = 360,000); GDH-TPI coupled enzyme counterscreen, NADH absorbance; inhibition, % at 4.8 µM; in the data active = inhibition above about 30%;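 also: 0% = DMSO wells and 100% = wells lacking the enzyme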
FadD28 FP inh: inhibitors of FadD28 bisubstrate probe binding, primary screen, biochemical, fluorescence polarization, single point. inhibition, % at 12.5 µM. actives 0.22% (n = 360,000); in the data active = inhibition above about 8.5%, passing the limit was not always enough; inconclusive = no clear call, values can overlap the other calls
* marks the source's active call; other numbers are inactive results; u = inconclusive; x = no result given.

A first look, six compounds:
SMILES	Rv3671c inh	MazF activator	Mtb BioA inh	PrPC TRFRET	BoNT F protease	Mtb FBA inh	Mtb UGM inh	GDH-TPI inh	FadD28 FP inh
Cc1cc2oc(C(=O)NC3CCS(=O)(=O)C3)c(C)c2cc1C (stereo unspecified)	-0.6	14.5	-0.2	-0.4	u	23.6	0.7	1.3	-1.8
Cc1ccc(Nc2nc(COC(=O)COc3ccc(C=O)cc3)cs2)cc1	6.5	-5.7	x	8.3	-5.0	-0.8	1.1	6.0	-0.9
CCN1CCN(C(=S)c2ccc(Cl)cc2)CC1	-0.6	-4.2	x	-5.9	3.9	3.8	-3.1	-3.4	-1.1
CCCCNC(=O)Nc1nnc(-c2ccc(Cl)cc2)o1	1.7	-1.1	x	-2.0	2.5	10.3	3.5	-6.8	-4.0
CCN(CC)S(=O)(=O)c1ccc2c(c1)N(CC(=O)NCCN1CCOCC1)C(=O)CO2	4.5	-1.5	-0.8	-7.1	4.1	3.8	-1.9	-20.7	-5.1
CSc1ccc(S(=O)(=O)NCCCOC(C)C)cc1	0.0	6.1	0.9	x	2.3	-3.3	-2.7	4.4	-0.3

The list itself, repeating the preview:
SMILES	Rv3671c inh	MazF activator	Mtb BioA inh	PrPC TRFRET	BoNT F protease	Mtb FBA inh	Mtb UGM inh	GDH-TPI inh	FadD28 FP inh
Cc1cc2oc(C(=O)NC3CCS(=O)(=O)C3)c(C)c2cc1C (stereo unspecified)	-0.6	14.5	-0.2	-0.4	u	23.6	0.7	1.3	-1.8
Cc1ccc(Nc2nc(COC(=O)COc3ccc(C=O)cc3)cs2)cc1	6.5	-5.7	x	8.3	-5.0	-0.8	1.1	6.0	-0.9
CCN1CCN(C(=S)c2ccc(Cl)cc2)CC1	-0.6	-4.2	x	-5.9	3.9	3.8	-3.1	-3.4	-1.1
CCCCNC(=O)Nc1nnc(-c2ccc(Cl)cc2)o1	1.7	-1.1	x	-2.0	2.5	10.3	3.5	-6.8	-4.0
CCN(CC)S(=O)(=O)c1ccc2c(c1)N(CC(=O)NCCN1CCOCC1)C(=O)CO2	4.5	-1.5	-0.8	-7.1	4.1	3.8	-1.9	-20.7	-5.1
CSc1ccc(S(=O)(=O)NCCCOC(C)C)cc1	0.0	6.1	0.9	x	2.3	-3.3	-2.7	4.4	-0.3
Cc1ccnc(NC(=O)CCC(=O)N(CC(=O)NC2CCCCC2)Cc2ccccc2)c1	-2.7	-12.1	x	2.5	-4.5	5.4	0.2	4.3	-2.3
COc1ccc(C(C)(C)C)cc1NC(=O)c1cncc(Br)c1	-2.3	-7.2	0.5	-6.5	0.0	-2.4	1.5	-3.4	-1.8
Cc1ccc(OCc2ccc(C(=O)N3CCOCC3)cc2)cc1C	4.1	5.9	0.7	5.7	8.9	-0.9	2.6	3.2	0.0
COc1ccccc1NC(=O)c1ccc[n+]([O-])c1	2.5	1.3	5.6	9.6	-1.4	-1.7	1.6	-9.0	0.1
CCC(C)(C)C(=O)O	2.4	6.7	-1.4	0.3	4.8	2.9	-0.9	6.2	-1.3
COc1ccc(OC)c(C(=O)COC(=O)COc2ccccc2)c1	-3.1	0.2	-0.8	0.1	-1.8	-1.5	-0.7	0.4	-2.7
COc1cc2c(cc1OC)C(C(N)=O)NCC2 (stereo unspecified)	x	8.7	x	-5.6	-4.5	5.2	x	-0.5	-2.5
Cc1ccc(C)c(SCC(=O)NNC(=O)c2csc(N3CCOCC3)n2)c1	-5.0	4.6	0.4	5.5	-9.8	2.4	-1.5	3.1	-0.9
c1ccc(-c2cn(-c3ccccc3)c3[n+]2CCCS3)cc1	9.8	0.2	x	11.4	-6.0	0.5	1.1	-1.6	-1.8
N#CCC1c2ccccc2CCN1C(=O)Nc1ccc(C(F)(F)F)cc1 (stereo unspecified)	-10.6	1.8	1.8	10.0	-5.4	-0.3	0.7	-0.5	-2.0
Brc1ccc(-c2nnc(-c3ccc4c(c3)OCO4)o2)o1	1.0	-2.5	-0.6	8.6	-4.1	9.1	0.3	16.2	-1.8
C=CCn1c(NC(=O)c2ccc(C)cc2)c(C#N)sc1=N	-0.3	1.2	-0.7	-2.0	-0.1	-1.9	0.9	6.0	-3.2
CCc1cccc(CC)c1NC(=O)Cn1c(-c2ccc(F)cc2)noc1=O	1.0	-6.3	x	-1.4	-5.0	-0.7	-0.7	-0.6	0.7
CC(C)c1ccccc1NC(=S)N1CCN(S(=O)(=O)c2cccs2)CC1	3.9	13.8	0.4	-2.7	-15.3	13.6	4.4	5.0	-3.2
O=C(c1ccccc1Cl)N1CCC(n2cccc2)CC1	1.2	-1.0	x	3.9	2.6	-0.4	2.7	-6.4	-3.0
CC(=O)c1ccc(S(=O)(=O)NC2CC2)cc1	-2.5	2.3	-2.5	-6.0	-0.6	0.4	0.6	-8.9	0.6
S=C(CN1CCCC1=S)N1CCOCC1	-0.7	5.0	-1.1	-3.7	u	1.4	0.4	-0.8	1.1
Cc1cc(S(=O)(=O)N2CCOCC2)ccc1OCC(=O)N1CCCCC1	0.5	-26.2	0.8	-5.5	-3.1	1.3	-2.2	-5.9	-3.1
NNC(=O)C=C1CCN(c2ncc(C(F)(F)F)cc2Cl)CC1	-7.1	0.9	-0.9	-0.8	1.7	4.2	2.3	-1.2	2.2
CC1CCN(S(=O)(=O)c2ccc3c(c2)N(CC(=O)NCCN2C(C)CCCC2C)C(=O)CS3)CC1 (stereo unspecified)	5.6	11.8	1.8	-9.8	2.4	-0.1	1.8	-2.6	-2.4
Cc1cc(Cl)c(S(=O)(=O)N2CCN(c3ccccn3)CC2)cc1OCC(=O)NC1CCCCC1	-6.4	-1.9	x	3.9	x	5.3	0.6	16.8	-0.4
NC(=O)C1(N2CCCCC2)CCN(S(=O)(=O)c2cc(Cl)ccc2Cl)CC1	-0.4	-7.8	-1.5	4.7	-3.2	-0.8	0.5	8.1	-1.6
Cc1ccccc1C(=O)Nc1nc(SCc2ccc(Cl)cc2)n[nH]1	-4.5	-2.3	-1.8	9.7	1.1	1.9	0.3	11.8	-0.7
O=C(CN1C(=O)/C(=C\c2ccccc2Cl)Oc2ccccc21)NCc1cccnc1	-12.6	3.2	x	-3.5	-0.4	12.8	-1.3	5.9	-1.8
COc1ccc(S(=O)(=O)n2cnc(C)c2)cc1	2.5	-2.4	x	1.9	2.1	-2.4	-1.3	-13.3	-3.5
CC(C)(C)N1CC(OC(N)=O)C1	-4.3	1.6	x	6.5	-9.7	-0.6	-2.0	10.2	-0.5
O=C(COc1ncnc2ccccc12)NCCCN1CCCC1=O	1.0	0.0	-1.0	-1.5	-8.7	9.4	3.1	7.8	0.3
COc1ccc(-c2noc(CN(C)C(=O)c3ccc4c(c3)OCO4)n2)cc1OC	-3.0	2.1	1.7	7.9	-13.7	0.1	0.1	-3.7	-1.6
O=C(c1cccc(Br)c1)c1coc2ccc(O)cc12	-16.8	-2.0	-0.9	5.0	-10.4	-3.0	0.2	0.3	-1.1
COc1ccc(Nc2nc(-c3cccs3)nc3ccccc23)cc1	-21.8	13.7	-1.4	15.5	-8.9	4.4	0.5	19.1	-1.9
O=C(CCSc1ccc(Cl)cc1)c1ccco1	0.0	5.8	-0.9	5.9	-8.6	-0.3	-0.2	7.1	-0.8
Cc1ccc(Nc2ncc3c(n2)CC(C)(C)CC3=O)cc1	-0.8	3.8	x	1.7	-1.1	20.4	2.4	4.1	0.6
Cc1nn(Cc2ccccc2Cl)c(C)c1NC(=O)C1C2CCC(O2)C1C(=O)O (stereo unspecified)	x	-8.9	0.0	-4.4	-3.3	-3.4	x	-4.1	-3.8
CCOC(=O)c1c(-c2ccccc2)csc1NC(=O)CCN1C(=O)c2ccccc2C1=O	-17.5	2.5	-1.7	3.8	0.1	-2.9	-1.0	-2.3	-2.4
O=C(c1ccco1)N1N=C(c2ccc3nccnc3c2)CC1c1ccccc1 (stereo unspecified)	2.1	3.1	x	1.7	-1.7	-2.9	1.5	1.6	-3.6
CCCNC(=O)COc1cccc(C(=O)NCc2ccccc2)c1	12.3	3.9	x	0.9	-6.8	3.6	-3.8	5.8	0.9
CC1(C)C(=O)Nc2ccccc2N1C(=O)COc1ncnc2c(Cl)cc(Cl)cc12	1.0	-1.3	1.6	-0.6	5.5	-1.1	4.5	6.0	-4.7
O=C(Nc1cccc([N+](=O)[O-])c1)c1[nH]ncc1Cl	-8.6	-10.2	1.5	-25.4	-8.4	1.4	-0.9	7.3	-2.7
COc1ccc(C(CNC(=O)CNC(=O)c2cccc(C)c2)N2CCOCC2)cc1 (stereo unspecified)	1.5	2.7	-0.9	9.0	0.5	-1.8	-0.3	-6.9	x
N/C(=N\NC(=O)c1ccccc1)c1cc2ccccc2oc1=O	-3.6	-0.9	x	3.9	-0.1	0.2	-0.1	-5.9	-2.0
CC(C)(C)c1ccc2c(c1)OC(C(=O)N/N=C\c1ccccn1)CO2 (stereo unspecified)	7.4	-0.1	x	2.3	-10.1	-1.4	-1.2	8.8	-2.1
C[C@H]1Cn2cnc(C(=O)NCc3ccc(CNC(=O)OC(C)(C)C)cc3)c2C(=O)N1	x	3.3	0.6	0.2	0.5	-0.6	x	-6.2	-2.6
COCCc1nc2ccc(C(=O)N(C)Cc3cccc(-n4nc(C)cc4C)c3)cc2o1	x	1.4	0.1	5.2	-3.4	15.7	-0.4	-5.6	1.1
Cc1ccc(NC(=O)Nc2cccn(Cc3c(F)cccc3Cl)c2=O)cc1	-2.9	1.0	x	2.2	-3.1	0.5	0.1	2.6	-1.6
Cc1cc(C)n(C(=O)CNC(=O)c2ccc3c(c2)OCCO3)n1	6.2	-3.1	-5.6	-0.7	-6.0	0.7	-1.2	0.0	-0.7
CC1=C(C(=O)N2CCCCCC2)CC(CC(=O)NC2CCCCC2)C(=O)N1Cc1ccc(C(C)(C)C)cc1 (stereo unspecified)	x	x	8.4	-5.1	-4.8	1.5	x	x	-2.2
Cc1ccc(C(=O)n2ncn(C)c2=S)cc1	x	14.8	x	4.7	4.4	-7.0	x	-9.8	-4.2
COc1ccc(C(=O)NCC(=O)N2CCNC(=O)C2)cc1OC	3.7	8.5	5.9	-3.9	-3.6	1.1	3.4	0.8	-0.6
CCS(=O)(=O)c1ccc(O)c(NC(=O)c2cc(-c3ccccn3)nc3ccccc23)c1	-2.5	8.0	-0.8	-4.9	-5.6	3.1	-0.5	7.6	-0.4
COc1cc2c(cc1OC)C(CNC(=O)C=Cc1cc(OC)c(OC)c(OC)c1)C2 (stereo unspecified)	x	6.3	0.3	-8.9	-3.2	9.5	x	15.0	0.2
Cn1c(SCC(=O)NC2CC2)nnc1-c1cccc(NC(=O)c2ccccc2F)c1	1.2	2.6	3.4	-3.8	-9.0	1.6	-0.8	-2.4	-3.6
CC1CCC(C(C)C)C(=O)/C1=C\c1ccc(NC(=O)CCC(=O)O)cc1 (stereo unspecified)	-2.4	-7.8	0.4	2.6	-0.1	-4.1	-0.9	4.2	-4.5
COC(=O)c1c(C)oc(C)c1S(=O)(=O)N1CCOCC1	5.3	2.1	-1.9	-4.9	u	-0.3	-0.3	8.7	-0.9
CCOC(=O)C1C(=O)C(C(C)=O)C(=O)CC1CC(C)SCC (stereo unspecified)	1.1	2.8	1.1	-5.5	-9.7	3.6	1.0	-0.8	1.2

(further entries)
SMILES	Rv3671c inh	MazF activator	Mtb BioA inh	PrPC TRFRET	BoNT F protease	Mtb FBA inh	Mtb UGM inh	GDH-TPI inh	FadD28 FP inh
O=C(CNC(=O)c1cccc(F)c1)NC1CC1	1.1	7.9	-1.2	-5.4	-2.9	2.2	1.4	11.9	0.1
CNC(=O)c1ccsc1NC(=O)c1ccc(Cl)s1	-19.4	-34.2	1.2	-4.7	-4.0	0.1	1.5	16.8	-2.7
COc1cc(CNC2CCCC2)cc(Br)c1OCC(=O)Nc1ccccc1C	1.1	6.9	x	5.4	x	3.9	2.0	-1.3	-2.4
COC(=O)C(NC(C)=O)(Nc1ccc(Br)cc1)C(=O)OC	7.9	-9.1	-1.4	17.7	-5.2	-0.4	5.4	-2.0	-2.5

Screens (PubChem BioAssay)
